OXTR agonist = activates the human oxytocin receptor. P30559. CHO-OTR cells, Fluo-8 calcium fluorescence; normalized: DMSO 0%, oxytocin 100%. activation, % at 3 µM. 320,000 tested, 0.32% active;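 active means activation above the mean of all tested compounds plus 3 SD, cutoff set per screening run, cut at about 20% in these data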;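 further: peak over basal fluorescence ratio from a 100 s FLIPR kinetic read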
Target sequence (P30559 whole entry, looked up): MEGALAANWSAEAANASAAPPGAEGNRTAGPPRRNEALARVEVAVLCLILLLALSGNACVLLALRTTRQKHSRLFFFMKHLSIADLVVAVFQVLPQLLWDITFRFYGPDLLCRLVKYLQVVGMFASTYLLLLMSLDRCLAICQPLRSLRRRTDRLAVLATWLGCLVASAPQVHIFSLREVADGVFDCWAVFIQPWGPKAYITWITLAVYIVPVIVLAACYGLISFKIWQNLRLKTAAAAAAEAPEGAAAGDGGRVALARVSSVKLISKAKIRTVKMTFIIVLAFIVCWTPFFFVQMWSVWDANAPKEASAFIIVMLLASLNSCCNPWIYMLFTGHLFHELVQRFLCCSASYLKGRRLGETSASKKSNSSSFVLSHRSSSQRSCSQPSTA
TAAR1 antag = human TAAR1 antagonism; inhibition, % at 3 µM; Q96RJ0; 360,000 tested, 1.5% active; CHO RD-HGA16 TAAR1, Fluo-8 calcium fluorescence, antagonist; AID 624466;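 active means inhibition above a per-plate cutoff, the mean inhibition of test compounds on that plate plus 3 SD, cut at about 49% in these data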;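 further: 0% = DMSO plus EC80 beta-PEA response and 100% = DMSO alone without agonist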
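Assay system: RD-HGA16 CHO cells with stable hTAAR1 and Gα16 / Reagent: EC80 β-phenethylamine stimulus / Doses: 3 µM, single point / Timing: dye loading 75 min at 37 °C, then 30 min room temperature / Measured by: Fluo-8 intracellular calcium dye fluorescence, real-time kinetic reads / Controls: vehicle wells and EC80 agonist wells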
CHO parental Ca = counter-screen: ATP calcium response change in parental CHO cells; parental CHO-K1, ATP-induced calcium, Fluo-8 fluorescence; inhibition, % at 5.6 µM; 330,000 tested, 0.63% active; AID 463079;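 active means inhibition above that plate's mean sample inhibition plus 3 SD, cut at about 26% in these data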;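 further: 0% = ATP-challenged DMSO wells and 100% = DMSO wells without ATP; some compounds past the cut are filed as inactive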
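test system = CHO parental line | reagent = ATP stimulus | measured by = intracellular calcium via Fluo-8 no-wash fluorescent dye | control set = ATP and no-ATP DMSO wells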
TAAR1 agonist = agonists of human TAAR1 | Q96RJ0 | CHO RD-HGA16 TAAR1, Fluo-8 calcium fluorescence; vehicle wells 0%, saturating PEA agonist 100% | activation, % at 3 µM | 360,000 tested, 0.99% active;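 active means activation above the mean activation of all test compounds in the run plus 3 SD, cut at about 38% in these data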
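Test system: RD-HGA16 (CHO) cells co-expressing Gα16 and hTAAR1 | Doses: Single dose, 3 µM | Schedule: 17-24 h seeding, 75 min 37 °C dye, 30 min RT | Evaluation: % activation from peak over basal fluorescence ratio, DMSO-to-PEA scaled | Technique: Kinetic Fluo-8 calcium fluorescence | Benchmarks: Low control DMSO, high control PEA (EC100)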
M1 antag = human CHRM1 antagonism | CHO-K1 hM1, Fluo-8 calcium fluorescence, ACh EC80 antagonist | inhibition, % at 3 µM | P11229 | 360,000 tested, 1.3% active;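 active means percent inhibition above its own plate's cutoff, namely the mean of that plate's compound wells plus 3 SD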;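 further: peak over basal fluorescence ratio during 140 s after agonist addition; 0% = ACh EC80 plus DMSO and 100% = DMSO alone without agonist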
Target sequence (P11229 whole entry, looked up): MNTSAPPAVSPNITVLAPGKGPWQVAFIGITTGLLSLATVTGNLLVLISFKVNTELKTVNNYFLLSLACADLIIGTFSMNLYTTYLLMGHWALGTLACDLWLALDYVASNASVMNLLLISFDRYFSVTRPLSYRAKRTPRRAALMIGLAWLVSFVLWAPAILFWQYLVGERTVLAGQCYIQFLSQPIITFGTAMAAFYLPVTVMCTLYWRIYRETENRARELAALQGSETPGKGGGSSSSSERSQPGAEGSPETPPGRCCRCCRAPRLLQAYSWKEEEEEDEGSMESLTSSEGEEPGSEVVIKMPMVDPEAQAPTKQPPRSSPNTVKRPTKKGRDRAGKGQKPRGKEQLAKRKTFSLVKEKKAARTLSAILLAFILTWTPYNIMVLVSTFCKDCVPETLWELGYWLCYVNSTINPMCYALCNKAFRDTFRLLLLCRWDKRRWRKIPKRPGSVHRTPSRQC
V1aR counter = counter-screen for oxytocin receptor agonists: human V1a receptor agonists | P37288 | CHO-V1R cells, Fluo-8 calcium fluorescence, agonist mode; 0% DMSO, 100% 3 nM vasopressin | activation, % at 3 µM | 320,000 tested, 0.25% active;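 active means activation above the mean activation of all tested compounds plus 3 SD, per screening run, cut at about 20% in these data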;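 further: signal is peak over basal fluorescence ratio across a 100 second FLIPR read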
CHRM1 agonist = agonists of human M1 muscarinic receptor | activation, % at 3 µM | 360,000 tested, 0.33% active | CHO-K1 hM1, Fluo-8 calcium fluorescence, agonist mode; 0% DMSO, 100% acetylcholine EC100;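 active means activation above the run's mean compound activation plus 3 SD, cut at about 16% in these data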;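 further: peak over basal fluorescence ratio within a 140 s kinetic read after compound addition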
OXTR potentiator = human OXTR potentiation; 320,000 tested, 0.061% active; CHO-OTR cells, Fluo-8 calcium fluorescence, potentiator mode; 0% = oxytocin EC15, 100% = EC100; P30559; activation, % at 3 µM;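 active means activation above that plate's cutoff, the mean activation of tested compounds plus 3 SD, cut at about 6.6% in these data, passing the limit was not always enough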;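 further: 100% uses oxytocin at 75 nM as the full agonist control; some results filed as inactive read as strong as hits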
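System: human OTR in CHO cells; Also added: sub-maximal oxytocin, roughly EC15; Timing: compound 6 min at room temperature before oxytocin, 100 s read; Technique: Fluo-8 intracellular calcium fluorescence, ex 470-495, em 515-575 nm; Controls: oxytocin EC15 low and EC100 high; Replication: singlicate.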
CHRM1 PAM = potentiates human M1 receptor response to acetylcholine; P11229; 360,000 tested, 0.088% active; activation, % at 3 µM; CHO-K1 hM1, Fluo-8 calcium fluorescence, ACh EC20; 0% = ACh EC20, 100% = maximal ACh; in the data active means activation above about 19%, passing the limit was not always enough
* = called active by the depositor; nt = not tested or not shown. Rows were taken by chance, and some 3.7% of all compounds hit somewhere here.

The first 4 records (preview)
SMILES	OXTR agonist	TAAR1 antag	CHO parental Ca	TAAR1 agonist	M1 antag	V1aR counter	CHRM1 agonist	OXTR potentiator	CHRM1 PAM
COc1cccc(NC(=O)c2c(F)cccc2F)c1	-0.4	-9	-10	12	3	0.3	-5	3	1
O=C(CC1C(=O)NCCN1Cc1ccccc1)NCCN1CCCCC1=O (configuration not stated)	0.1	-1	6	0	-1	1.5	-3	-6	-2
Cc1ccc(/C=N/NC(=O)Nc2ccccc2)o1	-2.0	2	-7	2	4	-1.0	-5	-5	-3
Cn1c(SCC(=O)Nc2cccc(O)c2)nnc1-c1ccc(S(=O)(=O)N2CCOCC2)cc1	0.7	-6	-6	15	-18	0.8	-3	2	4

The listing, previewed entries included:
SMILES	OXTR agonist	TAAR1 antag	CHO parental Ca	TAAR1 agonist	M1 antag	V1aR counter	CHRM1 agonist	OXTR potentiator	CHRM1 PAM
COc1cccc(NC(=O)c2c(F)cccc2F)c1	-0.4	-9	-10	12	3	0.3	-5	3	1
O=C(CC1C(=O)NCCN1Cc1ccccc1)NCCN1CCCCC1=O (configuration not stated)	0.1	-1	6	0	-1	1.5	-3	-6	-2
Cc1ccc(/C=N/NC(=O)Nc2ccccc2)o1	-2.0	2	-7	2	4	-1.0	-5	-5	-3
Cn1c(SCC(=O)Nc2cccc(O)c2)nnc1-c1ccc(S(=O)(=O)N2CCOCC2)cc1	0.7	-6	-6	15	-18	0.8	-3	2	4
CC(Oc1ccc(-n2cnnn2)cc1)C(=O)O (configuration not stated)	0.2	7	-8	8	-5	0.7	-5	1	4
CCOC(=O)/C=C/C(=O)Nc1ccccc1-c1ccccc1NC(=O)/C=C/C(=O)OCC	-0.8	7	-22	1	3	-1.1	-11	-2	2
CC(C)COCC1CC2(CC(C)C(=O)CC2=O)C(=O)O1 (configuration not stated)	-0.9	10	-10	4	0	0.5	-2	-3	3
C=C(C)C1CC=C(CN2CCN(Cc3ccccc3)CC2)CC1 (configuration not stated)	-1.3	-15	-15	11	18	0.3	-9	-3	-24
Cc1ccc(C(=O)Nc2cccnc2Oc2ccc(Cl)cc2)cc1	-2.6	-28	-16	4	-2	-1.2	-7	-7	-3
O=C(CSCc1nc2ccccc2[nH]1)N1CCN(c2ccc(F)cc2)CC1	11	8	7	13	-10	7.6	0	-20	-1
Cc1ccc(NC(=O)c2cc3ccccc3cc2O)cc1	6.2	0	11	7	11	4.3	-1	-18	-9
Cc1cccc(NC(=O)COC(=O)CN2C(=O)c3ccccc3C2=O)c1	nt	-13	nt	8	-23	nt	-2	nt	14
CCOC(=O)/C(C#N)=C/c1c(N2CCN(c3ccccc3)CC2)nc2ccccn2c1=O	-1.1	16	-25	-1	1	4.0	-5	-16	-6
COc1ccc(NC(=O)c2cc(C)no2)cc1Cl	1.0	-13	3	4	-1	1.1	0	-5	2
Cc1cc(C(=O)Nc2ccon2)ccc1[N+](=O)[O-]	1.2	3	-13	0	-6	0.8	-2	6	7
COc1ccc(-c2noc(CN(C)C3CCOCC3)n2)cc1	0.4	-5	-14	0	1	3.0	-3	-11	7
Cc1cc(C(=O)COC(=O)C2=NNC(=O)CC2)c(C)n1-c1ccccc1	-0.2	-9	-8	2	3	-0.6	-5	-3	-1
CCOC(CCn1ccc(O)c(Cc2ccc(Cl)cc2)c1=O)OCC	-1.5	-3	-8	2	-10	1.9	-2	-3	4
CCOC(=O)NC(=O)/C(C=Nc1ccc(Cl)cc1)=C(\C)O	-1.8	-13	-14	8	2	2.8	-7	0	-2
CCC(=O)Nc1ccc(C(=O)CSc2nnc(-c3ccc(O)cc3)n2CC2CCCO2)cc1OC (configuration not stated)	-0.2	-6	-10	2	-8	-1.3	-5	-4	3
O=C(COc1ccc(CNC[C@H]2O[C@@H](n3ccc(=O)[nH]c3=O)[C@H](O)[C@@H]2O)cc1)Nc1ccccn1	nt	0	nt	3	-14	nt	-3	nt	-10
C#CC1(NC(=O)NC(C)C)CCCCC1	-0.8	-11	-4	-1	-4	0.5	-7	-6	6
CCOC(=O)C1CCN(C(=O)COc2ccc(N(C)S(=O)(=O)c3cccs3)cc2)CC1	1.1	-15	-22	1	-10	1.1	-2	-17	6
Cc1ccc(C)c(OCCCC(=O)Nc2nccs2)c1	-1.1	11	-20	11	-14	-0.2	-3	2	0
CC(C)(C)[C@H]1C=C(C(=O)NC2CC2)O[C@@H](OCCCCO)C1	-0.1	7	-3	14	0	-0.4	-2	-7	5
O=S(=O)(Nc1cccc(-c2nnco2)c1)c1ccc(Cl)cc1	2.5	-11	-12	0	-11	4.7	5	-5	10
CCNC(=S)N1CCC(C(=O)c2ccc3c(c2)OCCO3)CC1	0.8	4	-18	0	8	2.1	-4	-14	0
Cc1ccc(NS(=O)(=O)c2ccc(C(=O)NCC(c3ccco3)N(C)C)cc2)cc1 (configuration not stated)	27*	54*	-2	105*	15	26*	10	-16	-8
COc1ccc(NS(=O)(=O)c2ccc(C(=O)Nc3c(C)n(C)n(-c4ccccc4)c3=O)cc2)cc1	2.1	-28	-4	11	0	1.8	-5	4	0
CC(=O)Nc1cccc(C(=O)/C=C/c2ccc(/C=C/C(=O)c3cccc(NC(C)=O)c3)cc2)c1	2.0	29	-24	8	nt	0.1	nt	-9	nt
O=C(N/N=C/c1cnc2ccccc2n1)c1cccc(F)c1	2.9	6	1	6	-1	1.0	-8	-13	6
Cc1cccc(N2CC(C(=O)OCC(=O)Nc3sccc3C(N)=O)CC2=O)c1C (configuration not stated)	5.3	33	0	11	4	4.8	1	-5	-11
Cc1cccnc1NC(=O)c1ccc(COc2ccccc2)o1	-0.4	-5	-4	1	0	0.7	-1	-9	2
COC(CNC(=O)C1CC(=O)N(CCc2ccc(C)cc2)C1)OC (configuration not stated)	-0.2	-4	1	3	-9	0.3	-2	-13	5
CCCn1c(N)c(C(=O)CSc2nc3ccccc3n2CCC#N)c(=O)n(C)c1=O	-0.7	7	-10	4	-7	1.0	-3	-13	5
Cc1ccc(C(=O)c2cc3c(cc2N)OCCO3)cc1	-1.7	-11	-2	-2	-5	-1.1	-3	-4	1
O=c1cc(CSCc2ccc(Cl)cc2)[nH]c(=O)[nH]1	-0.6	-11	-5	6	-10	0.0	-5	-5	0
CN(C)Cc1ccc(CNC(=O)c2ccc(Cl)c(S(=O)(=O)NC3CC3)c2)cc1	-0.2	-9	-8	1	-2	0.6	-8	-6	5
CCCOc1cccc(NC(=O)OC2CCN(C)CC2)c1	2.6	11	-6	2	-8	2.3	-9	-9	8
Cc1cc(C(=O)Nn2c(C)nc3ccccc3c2=O)ccc1[N+](=O)[O-]	-0.3	-15	-8	8	-1	0.2	-4	-2	0
COc1c(C)cc(C(O)c2ncc(-c3ccccc3)[nH]2)cc1C (configuration not stated)	nt	-21	nt	5	3	nt	2	nt	6
NC(=O)c1ccccc1OCc1cccc2ccccc12	1.9	-3	-17	3	-6	4.5	3	1	6
S=c1[nH]ccn1-c1cccc(Cl)c1Cl	0.4	-10	-5	2	-6	1.8	-1	-2	13
Cc1ccc([C@@H]2C3COCC=C3C(C#N)=C(N)C2(C#N)C#N)o1 (some centres not stated)	3.1	6	-15	15	9	1.4	-4	-4	-3
O=C(O)c1ccccc1-c1ccccc1C(=O)Nc1cccc(Br)c1	-0.9	-15	0	2	-5	-1.3	-2	-5	3
CCOc1ccccc1N1CCN(C(=O)c2c(Cl)cnn2C)CC1	0.3	-9	-12	1	-3	1.4	-3	-6	5
O=S(=O)(c1ccc(Cl)nc1)N1CCOCC1	0.7	-13	1	1	25	0.1	-3	-8	-8
CCOc1ccc(S(=O)(=O)NCCC(=O)NCCOc2ccccc2OC)cc1	0.2	-4	-21	1	3	-0.9	-2	7	7
CCOC(=O)C1CCN(c2c(Nc3ccc4c(c3)OCCO4)c(=O)c2=O)CC1	-0.9	1	-9	2	-7	0.4	-1	-4	2
C=CCOC(=O)C1=C[C@@H](c2ccc3c(c2)OCO3)C[C@@H](OCCCCO)O1	-1.2	-15	-12	-1	-1	-1.4	-1	-1	3
CN1CCN(C(=O)C2=C[C@H](C3CCCCC3)C[C@H](OCc3ccc(CO)cc3)O2)CC1	3.0	26	-16	11	8	4.1	-4	-6	4
O=c1cc(CN2CCOCC2)c2ccc(O)c(O)c2o1	0.1	5	-11	1	6	0.9	8	-14	-5
COc1ccc(NC(C)=O)c([N+](=O)[O-])c1[N+](=O)[O-]	nt	-4	nt	1	-3	nt	-2	nt	2
CCCSc1nnc(CSc2nc3nc(C)cc(C)n3n2)o1	-0.3	-25	0	9	-3	0.3	-8	-2	3
CCOc1ccc(C(=O)COC(=O)CNC(=O)C2CCCCC2)cc1	2.5	-11	9	7	6	2.5	-1	-2	-5
COC(=O)c1cc(CN2CCN(c3ccccc3)CC2)ccc1O	-2.4	0	-9	0	2	-0.2	-8	-12	-6
COC(=O)c1ccccc1NC(=O)NCCc1ccccc1OC	-2.5	9	-25	7	-2	-1.4	-4	-6	5
CCCCN1C(=O)c2ccc(C(=O)Nc3ccccc3N3CCOCC3)cc2C1=O	-0.2	-17	-7	2	-8	-0.5	-4	-2	8
c1ccc(CN2CCC3(CC2)Nc2ccccc2S3)cc1	0.8	-30	-25	2	18	11	-1	-7	-10
Cc1csc(Nc2ccc(Cl)cc2)n1	-2.1	1	-9	-1	2	-1.5	-8	0	0
The listing continues:
SMILES	OXTR agonist	TAAR1 antag	CHO parental Ca	TAAR1 agonist	M1 antag	V1aR counter	CHRM1 agonist	OXTR potentiator	CHRM1 PAM
COc1ccc(Cc2nnc(NC(=O)CSc3ccccc3)s2)cc1OC	7.2	1	-26	50*	-2	8.7	14	-9	4
COc1ccc(C(=O)NC2CCN(C(=S)Nc3ccc(C)cc3)CC2)cc1	-1.0	-13	-5	9	-5	-0.9	-3	-5	8
N=c1c(C(=O)NC2CCCCC2)cc2c(=O)n3ccccc3nc2n1Cc1cccnc1	-1.2	12	-8	-5	-9	-0.7	-11	2	11
CSCCC(NS(=O)(=O)c1ccc(C)cc1)C(=O)N1CC=C(c2ccccc2)CC1 (configuration not stated)	-1.0	-13	-13	2	1	-0.3	-3	-1	1
Nc1c(Cl)cc(-c2cn(CCC(=O)O)c(-c3ccncc3)n2)cc1Cl	-0.3	-6	4	6	9	0.0	-3	0	-3
Cc1c(OCC(=O)N[C@@H](CSCc2ccccc2)C(=O)O)ccc2c3c(c(=O)oc12)CCC3	nt	-18	nt	2	0	nt	-2	nt	0
O=C(c1cccc(COCC(F)(F)C(F)F)c1)N1CCN(c2ccccc2)CC1	-0.9	0	-12	2	-9	1.7	-5	-7	-1

Compound activity from PubChem.
